# Bioassay records (PubChem BioAssay)
# aDG glyco act = increases alpha dystroglycan glycosylation; Pro5-aDG cells, alpha-DG glycosylation AlphaScreen (IIH6); 0% Pro5, 100% B10-LARGE cell signal; activation, % at 10 µM; 360,000 tested, 0.22% active; AID 624168;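 active = activation of at least 8% versus controls, or a plate z-score of at least 8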;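 also: Pro5 are CHO cells carrying HIG-tagged alpha-DG that lacks glycosylation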
# NR2E3 ag-1 = agonists of human NR2E3 nuclear receptor; Q9Y5X4; CHO-S Gal4-NCOR/VP16-NR2E3 two-hybrid, luciferase; inhibition of corepressor binding, % at 3.98 µM; 360,000 tested, 0.35% active; AID 602229;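 active = inhibition above the mean of all tested compounds plus 3 SD, cut at about 70% in these data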;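 also: 0% = DMSO with NR2E3 transfected cells and 100% = cells lacking NR2E3 construct; higher means lower luciferase signal from less NR2E3 corepressor binding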
# Target sequence (Q9Y5X4 whole entry, looked up, the tested form may be a part): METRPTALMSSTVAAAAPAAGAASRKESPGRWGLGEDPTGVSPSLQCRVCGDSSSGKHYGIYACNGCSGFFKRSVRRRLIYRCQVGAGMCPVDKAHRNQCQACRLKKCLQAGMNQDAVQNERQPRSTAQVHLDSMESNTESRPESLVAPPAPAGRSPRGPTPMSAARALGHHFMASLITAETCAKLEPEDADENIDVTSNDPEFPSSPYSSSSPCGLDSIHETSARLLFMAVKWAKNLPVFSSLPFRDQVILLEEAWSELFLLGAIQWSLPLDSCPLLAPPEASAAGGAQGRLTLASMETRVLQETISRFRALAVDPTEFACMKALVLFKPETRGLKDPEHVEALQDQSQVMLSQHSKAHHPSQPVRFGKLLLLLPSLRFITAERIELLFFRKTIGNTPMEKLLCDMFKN
# TRPM1 prom inh = inhibitors of MITF-driven TRPM1 promoter in melanoma cells | 330,000 tested, 0.83% active | SK-MEL-5 TRPM1 promoter luciferase, 24 h | inhibition, % at 12.5 µM;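 active = mean inhibition across replicates of 60% or more, whatever share of single replicates reaches that level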; also: values of inactives mirror those of a sister screen read the other way
# Exocytosis inh = blocks lytic granule exocytosis. 360,000 tested, 0.66% active. inhibition, % at 10 µM. TALL-104 LAMP-1 surface exposure, flow cytometry; cells stimulated with thapsigargin and PMA;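 active = inhibition above about 55%, limit read from the data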
# NR2E3 ag-2 = NR2E3 (human) agonism. Q9Y5X4. inhibition of corepressor binding, % at 4.78 µM. GST-NR2E3/biotin-RetCOR TR-FRET, 1536-well. 320,000 tested, 0.12% active. AID 2300;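 active = percent inhibition above the cutoff of mean plus 3 SD of all tested compounds, set per screening campaign, cut at about 20% in these data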;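 also: 0% = DMSO wells and 100% = biotin wells as full block of FRET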
#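 System: GST-tagged NR2E3 plus biotinylated RetCOR corepressor; Amount: 1.35 nM GST-tagged NR2E3 final; Dosing: single nominal compound dose of 4.8 µM; Schedule: 5 h incubation at 4 °C; Technique: TR-FRET with europium anti-GST and streptavidin-D2, 340 nm excitation; Controls: biotin wells as high control, 0.6% DMSO wells as low control.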
# PDI inh = blocks human protein disulfide isomerase activity; P07237; PDI insulin aggregation turbidity, A650, 90 min; inhibition, % at 10 µM; 350,000 tested, 0.052% active;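 active = mean inhibition across replicates of 30% or more, whatever share of single replicates reach that level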;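 also: absorbance from insulin aggregation driven by PDI reduction with DTT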
# Target sequence (P07237 whole entry, looked up): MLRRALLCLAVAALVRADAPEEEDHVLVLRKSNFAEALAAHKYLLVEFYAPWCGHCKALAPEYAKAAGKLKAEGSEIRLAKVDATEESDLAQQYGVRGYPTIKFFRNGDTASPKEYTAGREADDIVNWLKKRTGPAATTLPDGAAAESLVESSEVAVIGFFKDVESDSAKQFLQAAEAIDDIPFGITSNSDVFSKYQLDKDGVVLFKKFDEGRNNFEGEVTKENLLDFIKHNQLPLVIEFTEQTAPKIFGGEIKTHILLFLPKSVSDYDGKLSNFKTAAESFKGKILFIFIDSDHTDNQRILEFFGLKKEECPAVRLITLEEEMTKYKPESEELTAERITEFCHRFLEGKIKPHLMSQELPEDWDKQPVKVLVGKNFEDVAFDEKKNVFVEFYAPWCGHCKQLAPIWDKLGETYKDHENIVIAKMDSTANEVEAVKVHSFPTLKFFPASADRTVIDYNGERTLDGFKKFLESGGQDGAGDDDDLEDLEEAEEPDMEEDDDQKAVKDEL
# HIF-2a inh = blocks HIF-2a reporter activity | AID 624352 | 786-0 RCC cells HIF-2a reporter, luciferase luminescence, overnight | inhibition, % at 18.8 µM | 360,000 tested, 0.72% active;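 active = inhibition of the luminescence signal of 40% or more relative to plate controls, in a single-dose primary screen at 18.75 µM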
# hiPSC survival = hiPSC single-cell survival enhancement; ATPlite luminescence; 100% = ROCK inhibitor wells, 0% = DMSO; survival enhancement, % at 20 µM; 360,000 tested, 0.044% active; AID 602274; in the data active = survival enhancement above about 18%;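 also: cells exposed to compounds for 16 hours before the ATP read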
# Vif imaging = inhibitors of HIV Vif. inhibition, % at 7.49 µM. HEK293T cells, Vif self-association by quenched fluorescence, imaging, 24 h. 340,000 tested, 0.35% active; in the data active = inhibition above about 50%, passing the limit was not always enough; also: some results filed as inactive read as strong as hits
# Peg3 promoter = Peg3 promoter activity inhibition. HeLa PEG-Prom luciferase reporter, luminescence, overnight. inhibition, % at 20 µM. 360,000 tested, 1.7% active;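 active = inhibition of at least 50% at 20 µM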
# CaV13 ICDI inh = Primary screen for inhibitors of IQ motif and Ca2+-dependent inactivation inhibitor domain binding in CACNA1D, Förster resonance energy transfer in living cells, …; HEK cells, CFP/YFP FRET ICDI-IQ, plate reader, 10 min; percent FRET-ratio fall versus neutral wells; inhibition, % at 12.3 µM; 340,000 tested, 0.098% active;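 active = mean replicate inhibition of at least 30% and at least 1% of replicates passing that level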;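 also: 0% = median of the neutral control wells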
# Numbers without * were called inactive; . = no result given. Rows were taken by chance. Share with any hit: about 3.5%.
# The opening two records as a preview:
SMILES,aDG glyco act,NR2E3 ag-1,TRPM1 prom inh,Exocytosis inh,NR2E3 ag-2,PDI inh,HIF-2a inh,hiPSC survival,Vif imaging,Peg3 promoter,CaV13 ICDI inh
COCCNC(C)C(=O)C12CC3CC(CC(C3)C1)C2 (configuration not stated),0.1,12,-3,3,-1,-7,-5,-2.5,-2,11,-10
CCc1ccccc1NC1Nc2cc(C)nn2S1 (configuration not stated),0.2,-8,9,3,6,-4,-1,0.6,-5,2,-19

# All compounds of this part, previewed entries included:
SMILES,aDG glyco act,NR2E3 ag-1,TRPM1 prom inh,Exocytosis inh,NR2E3 ag-2,PDI inh,HIF-2a inh,hiPSC survival,Vif imaging,Peg3 promoter,CaV13 ICDI inh
COCCNC(C)C(=O)C12CC3CC(CC(C3)C1)C2 (configuration not stated),0.1,12,-3,3,-1,-7,-5,-2.5,-2,11,-10
CCc1ccccc1NC1Nc2cc(C)nn2S1 (configuration not stated),0.2,-8,9,3,6,-4,-1,0.6,-5,2,-19
CCN(CC(=O)Nc1ccc2c(c1)OCCO2)S(=O)(=O)c1ccccc1,-0.1,-41,-1,8,3,-9,-46,-0.4,-2,-22,.
O=C(CN1CCN(C(=O)c2cncn2-c2ccccc2)CC1)Nc1ccccc1Cl,0.1,-45,1,-3,2,-9,6,0.3,-1,9,-5
Cc1ccc(C(=O)NCC(c2ccco2)N2CCc3ccccc32)cc1C (configuration not stated),-0.2,12,7,8,1,0,7,0.3,-2,3,-4
O=C(N/N=C/c1cc(Br)c(Br)o1)C(O)c1ccccc1 (configuration not stated),-0.2,8,-4,-2,1,4,-3,-0.7,15,-4,-5
S=C(NC1CCCCC1)N1CCc2ccccc2C1,0.7,-36,-16,-3,0,14,-68,1.1,-11,-97,-5
CN(C)CCCNC(=O)c1ccc(/C=N/O)nc1,-0.2,-2,2,0,.,-1,14,-0.3,.,7,-4
O=C(O)c1ccc(S(=O)(=O)c2ccc3c(c2)C(=O)N(CC2CCCO2)C3=O)cc1 (configuration not stated),-0.2,-20,-10,1,0,10,11,2.6,19,-2,.
Cc1ccc(N2CCN(c3ncccc3[N+](=O)[O-])CC2)c(C)c1,-0.1,-43,-20,-15,2,5,-123,-0.8,0,-40,-4
Cc1ccccc1-c1cc2nc(NCCOc3ccccc3Cl)n(C)c(=O)c2s1,-0.2,-18,.,9,.,3,-13,-2.4,-7,14,-13
COc1ccc(Cn2c(N)c(C#N)c3nc4ccccc4nc32)cc1,0.3,-24,0,6,1,7,-6,-0.1,1,23,-6
Cn1c2c(c3ccccc31)CCN1CCC[C@]21c1ccccc1,-0.2,-36,20,-4,-3,-6,31,-0.6,5,16,-21
CC(C)(C)NC(=O)CCCSc1nc2ccccc2s1,0.1,-74,-56,-1,-3,0,-254,-0.8,-9,-192,-7
COc1cc(NCCCn2ccc(NC(=O)OCc3ccccc3)nc2=O)cc(OC)c1OC,1.1,-21,4,2,.,-8,2,3.4,1,-13,-4
COc1ccc(C(=O)NCC(=O)OCC(=O)Nc2ncc(Cl)cc2Cl)cc1[N+](=O)[O-],-0.1,-12,11,-2,3,-1,3,0.2,-7,0,-5
C=CCC1(O)CC(c2ccco2)NC(c2ccco2)C1CCC (configuration not stated),2.9,-45,3,-1,-3,-1,9,1.6,0,16,-4
NC(=O)c1ccccc1OCC(=O)Nc1ccc2c(c1)OCCO2,-0.2,-46,-93,0,.,-1,-204,0.1,-3,-231,-7
O=C(NCc1cccnc1)c1cc(Sc2ccc(F)cc2F)nc2ccccc12,0.4,-23,12,6,-1,4,-2,-1.2,-5,8,-15
COc1ccc(C(=O)CCC(=O)NCCc2ccccc2F)cc1,-0.1,0,0,-7,1,13,14,-0.1,8,-3,-3
CC1CCc2c(sc3ncn(Cc4ccc(C(=O)O)cc4)c(=O)c23)C1 (configuration not stated),0.3,0,-13,-2,1,-1,-196,-1.1,-13,-90,-2
Cc1ccc(C(=O)N=c2sccn2C)o1,0.0,-39,-13,-12,2,1,-85,-0.4,-2,-75,-6
COc1ccc(OC)c2sc(NC(=O)C3COc4ccccc4O3)nc12 (configuration not stated),-0.3,-30,-22,6,5,.,-29,0.1,-3,12,15
CCCC(=O)NC(C)c1nc2ccccc2n1CC (configuration not stated),0.0,-21,.,-3,0,.,7,-2.2,-10,-8,-3
CC(C)c1ccc(-c2nn(-c3ccccc3)cc2C2C(C#N)=C(N)OC3=C2C(=O)CC(C)(C)C3)cc1 (configuration not stated),0.7,10,-19,1,0,-6,-65,-1.0,-17,-64,.
CCC(C)(C)NC(=O)C(c1ccccn1)N(C(=O)c1csnn1)C1CCCCC1 (configuration not stated),-0.1,5,1,0,0,10,20,-0.7,-4,1,-5
COc1ccc(C(c2nnnn2Cc2ccc(F)cc2)N2CCN(c3ccccc3)CC2)cc1 (configuration not stated),0.8,6,11,10,0,-2,21,-1.9,-7,22,-5
NC(=O)CC(NC(=O)Cc1cccc2ccccc12)c1ccc(NCCc2ccccc2F)c([N+](=O)[O-])c1 (configuration not stated),-0.4,-6,3,-3,6,-1,0,-2.5,-2,37,-4
Cc1ccc([C@@H]2C[C@H]3[C@@H](CN2S(=O)(=O)c2ccc(Cl)cc2)C(=O)C[C@@H](c2ccc(C)cc2)N3S(=O)(=O)c2ccc(Cl)cc2)cc1,0.4,0,.,-3,.,-4,5,28*,.,10,-6
CCOc1ccccc1NC(=O)Nc1c(C)n(-c2ccccc2)c(=O)n1C,0.0,-9,-6,0,1,-2,18,3.5,.,4,-4
COc1ccc(N2CC(C(=O)OCC(=O)c3cccc(OC)c3)CC2=O)cc1 (configuration not stated),-0.2,-15,3,4,3,8,10,0.2,-4,17,-4
CCOC(=O)c1ccc(N2CC(O)=C(c3nc4ccccc4c(=O)[nH]3)C2=N)cc1,0.0,0,-4,-3,4,1,-38,7.5,-7,-12,.
Cc1ccnc(NC(=O)CSc2cc(=O)n(C)c3ccccc23)c1,-0.6,67,-2,-2,-2,-5,-264,-1.8,38,70*,-8
CCOc1cc2c3c(c1)C1(OCCO1)C(=O)N3C(C)(C)CC2C (configuration not stated),0.3,-3,-6,-1,3,5,11,-0.2,2,14,-6
Cc1ccc(NC(=O)Cn2ncc3c([nH]c4ccccc43)c2=O)cc1Cl,0.1,3,-1,2,-4,-1,4,0.1,3,-1,-7
CCn1cc(CN2CCc3c([nH]c4ccccc34)C2c2cccc(OC)c2OC)c(C)n1 (configuration not stated),0.7,-26,38,59*,4,6,18,1.1,4,30,-7
CCn1nc(NS(=O)(=O)c2ccc([N+](=O)[O-])cc2)c2cc3ccc(C)cc3nc21,-0.3,-37,2,-1,-4,-6,-11,0.2,5,-12,-7
Nc1nnc(SCc2nc3scc(-c4ccccc4)c3c(=O)[nH]2)s1,0.5,0,-8,-1,-6,-5,0,4.1,-5,7,-18
COc1ccc(-c2nn(-c3ccccc3C)cc2CNCCc2cnc[nH]2)cc1F,0.7,-19,-12,1,0,2,1,-1.3,43,4,2
CC(Sc1ccc2nnc(-c3ccc(F)cc3)n2n1)C(=O)O (configuration not stated),-0.2,-8,14,-4,0,1,1,-0.1,14,7,-7
O=c1c2ccccc2nc2n1C(CSCc1ccc(Cl)cc1Cl)CS2 (configuration not stated),3.8,-10,21,-1,0,6,36,-1.7,-14,12,.
CC(C)c1cc(C(=O)N2CCN(C(c3ccccc3)c3ccccc3)CC2)no1,-0.1,-14,0,0,-1,-3,22,-2.0,2,26,-4
Cc1csc(SCC(=O)NCc2ccccc2)n1,0.0,-4,0,-2,4,0,10,0.0,-5,-7,-1
Cc1ccc(S(=O)(=O)N(C)Cc2ccc(C(=O)N/N=C/c3ccc(OC(F)F)cc3OC(F)F)cc2)cc1,0.1,14,53,0,2,-9,16,3.4,-5,27,-6
O=C(Nc1ccc(Br)cc1)c1cccc(S(=O)(=O)Nc2cnc3ccccc3c2)c1,0.1,84*,10,7,2,15,-24,0.5,-15,6,-4
COc1ccc(CCNC(=O)CCCC(=O)n2nc(C)c3ccccc32)cc1OC,0.0,-28,-3,-1,-4,21,10,-0.2,-4,-10,-13
Cc1cc(C)cc(NC(=O)CCN2CCOCC2)c1,0.2,-11,-5,-6,-3,6,16,1.3,21,6,-20
COc1ccc(CNCc2cccn2C)cc1,-0.1,-30,.,-2,1,8,10,-0.6,5,1,-4
O=C(NC(Cc1ccccc1)C(=O)N1CCN(S(=O)(=O)c2ccccc2)CC1)c1ccccc1 (configuration not stated),0.3,2,-17,-2,2,9,5,-0.3,-5,4,-4
COc1cccc(CN2CCNC(=O)C2CC(=O)N(C)Cc2nc(C)cs2)c1OC (configuration not stated),0.1,1,-7,-2,.,-3,18,0.4,1,3,-7
Cc1ccc(/C=C2\C(=O)Nc3ccccc32)o1,-0.9,3,-9,6,4,1,-88,-3.1,.,-68,-20
Cc1c(C(=O)N(Cc2cccc(Br)c2)C2CCS(=O)(=O)C2)oc2ccc(F)cc12 (configuration not stated),-0.4,15,5,-2,0,7,15,-0.3,4,21,-2
COc1ccc(NC(=O)NC(=O)c2cc(OCC(F)(F)F)ccc2OCC(F)(F)F)cc1,0.4,-21,-5,21,0,-7,-30,-0.6,1,-2,-5
COCCCNC(=O)C[C@@H]1C[C@@]2(C(=O)OC)CCCCC=C2N(Cc2ccco2)C1=O,0.1,-6,.,0,.,.,5,0.0,.,.,-5
Cc1cc2c(cc(C(=O)O)n2C)s1,0.1,-12,4,3,1,-4,17,3.1,10,5,-7
Cc1ccc(N(CC(=O)NCc2ccc3c(c2)OCO3)C(=O)CCC(=O)Nc2ccccn2)cc1,0.1,-12,.,-3,1,-22,7,0.9,-16,13,-3
O=C1CCC/C(=N\NC(=O)COc2ccc(Cl)cc2)C1,0.0,-13,-5,1,-1,9,15,-0.8,4,-2,-36
COc1cc(C(O)c2nc(-c3cc(F)cc(F)c3)cs2)ccc1F (configuration not stated),0.7,0,.,27,.,-4,-12,5.7,-22,9,-6
Cc1ccc(CN2C(=O)C(F)(F)Oc3ccc(C)cc32)cc1,0.2,0,.,8,.,-56,7,2.4,4,1,-6
Cc1ccc(OC(=O)c2ccc(Br)o2)cc1,0.4,1,-3,1,-2,17,2,-0.6,1,0,-5
Cc1ccc2c(c1)cc(CN(Cc1cccnc1)C(=O)NCc1ccccc1)c1nnnn12,-0.2,-18,5,-1,-2,-6,19,4.3,-10,4,.
COc1cc(CCC(=O)OCC(=O)NCc2ccccc2)cc(OC)c1OC,-0.1,12,4,0,-4,-6,21,1.7,-3,1,-2

# Profiles, quoted from the list. Values in the order: aDG glyco act | NR2E3 ag-1 | TRPM1 prom inh | Exocytosis inh | NR2E3 ag-2 | PDI inh | HIF-2a inh | hiPSC survival | Vif imaging | Peg3 promoter | CaV13 ICDI inh
# Profile of `Cn1c2c(c3ccccc31)CCN1CCC[C@]21c1ccccc1` : -0.2 | -36 | 20 | -4 | -3 | -6 | 31 | -0.6 | 5 | 16 | -21
# Profile of `CCn1cc(CN2CCc3c([nH]c4ccccc34)C2c2cccc(OC)c2OC)c(C)n1` (configuration not stated) : 0.7 | -26 | 38 | 59* | 4 | 6 | 18 | 1.1 | 4 | 30 | -7
